Assay outcomes deposited in PubChem BioAssay by National Center for Advancing Translational Sciences (NCATS).
Vif-APOBEC3F blk: blocks the Vif interaction with APOBEC3F. HeLa A3F-eYFP + Vif (tagged APOBEC3F with the HIV-1 protein that degrades it), YFP fluorescence increase. Potency, µM (series often up to 46.1 µM), for inactives: at the highest dose activity, negative = active. 390,000 tested, 0.2% active; also: potency is read from the fitted curve at half-maximal effect; % of control where 0% means no effect; nearly all actives have a fitted effect of over 65% in size
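Fluorescence increase (Ex 488/Em 500-530) after overnight compound treatment at 37 deg C flags inhibition of Vif-driven A3F-eYFP loss in stable HeLa A3F-eYFP/Vif cells seeded overnight beforehand.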
Vif-A3G inh: Vif-A3G binding inhibition | Potency, µM (series often up to 46.1 µM), inactives show at the top dose activity, negative = active, most hits filed as inhibitors | Q9HC16 | AID 602310 | HeLa A3G-eYFP + Vif (tagged APOBEC3G with the HIV-1 protein that degrades it), YFP fluorescence, overnight | 410,000 tested, 0.076% active;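 also: potency is read from the fitted curve at half-maximal effect; % is scaled to controls: 0 for no effect and ±100 for the full control effect; nearly all actives have a fitted effect of over 60% in size; hits raise eYFP signal because A3G escapes Vif-driven loss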
Target sequence (Q9HC16 whole entry, looked up): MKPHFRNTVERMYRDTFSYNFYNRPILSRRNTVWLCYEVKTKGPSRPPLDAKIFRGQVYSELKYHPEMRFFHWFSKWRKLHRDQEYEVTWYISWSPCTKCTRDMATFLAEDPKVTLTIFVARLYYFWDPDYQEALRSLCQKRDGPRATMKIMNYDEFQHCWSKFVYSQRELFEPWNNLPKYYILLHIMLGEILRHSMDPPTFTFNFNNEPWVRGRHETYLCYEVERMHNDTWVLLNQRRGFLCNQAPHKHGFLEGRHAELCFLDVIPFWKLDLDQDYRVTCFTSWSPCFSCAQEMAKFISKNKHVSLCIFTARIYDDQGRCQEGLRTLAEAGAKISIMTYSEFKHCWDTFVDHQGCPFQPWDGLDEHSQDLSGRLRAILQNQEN
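HeLa cells stably expressing Vif and C-terminally eYFP-tagged A3G, seeded overnight at 37 deg C, then exposed to compound by pintool overnight at 37 deg C. Rise in yellow fluorescence (Ex 488/Em 500-530, Acumen) marks blocked Vif-driven A3G degradation.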
D1 PAM: human D1 dopamine receptor positive modulation; HEK293 TREx D1 cells, calcium flux, dopamine EC20 potentiation; potentiation, % at 10 µM; 360,000 tested, 0.036% active; P21728; in the data active = potentiation above about 30%; also: 0% is about no effect
D2 PAM: D2 dopamine receptor (human) potentiation; P14416; HEK293 T-REx D2, calcium flux, EC20 dopamine potentiation; potentiation, % at 10 µM; 340,000 tested, 0.34% active;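 active = potentiation over 3 SD above the plate norm, cut at about 30% in these data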; also: 0% is about no effect
Target sequence (P14416 whole entry, looked up): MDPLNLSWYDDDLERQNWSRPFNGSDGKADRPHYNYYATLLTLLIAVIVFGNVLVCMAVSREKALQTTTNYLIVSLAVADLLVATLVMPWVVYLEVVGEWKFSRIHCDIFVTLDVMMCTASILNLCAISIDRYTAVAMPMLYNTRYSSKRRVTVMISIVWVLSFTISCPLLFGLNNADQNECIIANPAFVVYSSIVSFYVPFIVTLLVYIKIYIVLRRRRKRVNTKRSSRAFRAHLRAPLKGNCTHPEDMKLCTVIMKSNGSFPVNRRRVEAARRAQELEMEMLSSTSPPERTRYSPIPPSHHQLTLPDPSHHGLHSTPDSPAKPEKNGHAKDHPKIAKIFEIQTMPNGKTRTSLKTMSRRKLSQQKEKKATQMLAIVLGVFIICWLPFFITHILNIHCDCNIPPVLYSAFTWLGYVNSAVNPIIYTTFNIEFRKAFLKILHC
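Potentiation of an EC20 dopamine calcium response is measured in a force-coupled, tetracycline-inducible Hek293 Trex D2 line. Compound-only kinetic reads over 180 s flag agonists before dopamine addition.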
D1 agonist: activates the human D1 dopamine receptor. P21728. 360,000 tested, 1% active. activation, % at 2 µM. HEK293 T-REx D1 cells, calcium flux, agonist mode. AID 504660; in the data active = activation above about 30%; also: 0% is about no effect
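Agonism was scored from calcium flux recorded over 180 s (1 read/s) after pintool compound addition, following a 10-cycle baseline. Cells were inducible force-coupled HEK293 TREx D1, plated overnight at 30 C and loaded with no-wash calcium dye.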
D1 antagonist: human D1 dopamine receptor antagonism; P21728; HEK293 TREx D1 cells, calcium flux, dopamine EC80; active compounds read low; activity change, negative = inhibition, % at 10 µM; 360,000 tested, 3.2% active; in the data active = activity change below about -30%; also: % is scaled to controls: 0 for no effect and ±100 for the full control effect
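Compound effects on dopamine-evoked calcium signalling were measured in tetracycline-induced HEK293 Trex D1 cells. Dopamine at EC80 followed a 180 s compound pre-read, and fluorescence was tracked kinetically for 180 s more.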
RXFP1 ag: agonists of human relaxin receptor RXFP1. Potency, µM (series often up to 57.5 µM), without a hit: top-dose activation, usual class: activators. 370,000 tested, 0.3% active. HEK293T-RXFP1 cAMP TR-FRET, 30 min; response scale: percent of porcine relaxin response, buffer zero. Q9HBX9; also: potency is read from the fitted curve at half-maximal effect; % is scaled to controls: 0 for no effect and ±100 for the full control effect; nearly all actives have a fitted effect of over 60% in size; many of its hits are not listed in these tables
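HEK293T cells stably expressing RXFP1 were pretreated with the PDE4 inhibitor Ro 20174, exposed to compounds for 30 min at 37C, lysed, and cAMP was read by TR-FRET. Data normalized to buffer (basal) and 29 nM porcine relaxin (100%).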
RXFP1 antag: antagonists of human relaxin receptor RXFP1. Q9HBX9. HEK293-RXFP1, relaxin-stimulated cAMP HTRF, 30 min; active compounds read low. activity change, negative = inhibition, % at 57.5 µM. 350,000 tested, 0.59% active;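 active = activity change of -60% or lower, but not beyond a set lower limit; inconclusive = change between -60% and -40%, or beyond the set limit; inactive = change above -40%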; also: % is scaled to controls: 0 for no effect and ±100 for the full control effect
Glioma ERSR ind: induces the endoplasmic reticulum stress response in human glioma cells | Potency, µM, without a hit: at the highest dose activation, actives largely listed as activators | U87-MG GRP78 promoter luciferase reporter, 16 h | 420,000 tested, 0.02% active | AID 602332; also: potency is read from the fitted curve at half-maximal effect; series mostly up to about 76 µM; % of control where 0% means no effect; nearly all actives have a fitted effect of over 35% in size
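ERSR induction read as luciferase luminescence (Bright-Glo, 10 min at room temperature) in stably transfected human U87-MG glioma cells exposed to compounds for 16 h, using GRP78 as sensor.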
Active calls of the source: *; u = inconclusive; x = no result given; & = joins results of further samples. Unless noted, calls follow the shape of the dose curve; as a rule, active = well fitted curve in the direction sought with a large enough effect; inconclusive = small, poorly fitted or top-dose-only effect, or another doubt; inactive = no such curve, though single readings can be large; an effect the other way counts as inactive or inconclusive. Some of the compounds tested (hit frequency here may not be typical).

SMILES	Vif-APOBEC3F blk	Vif-A3G inh	D1 PAM	D2 PAM	D1 agonist	D1 antagonist	RXFP1 ag	RXFP1 antag	Glioma ERSR ind
O=S1(=O)c2ccccc2N=NN1Cc1cc(Cl)cc(Cl)c1	x	x	-3	6	0	-14	2.5%	x	x
COc1ccc(N(C)C(=O)CCC(=O)Nc2ccc3nc(N4CCOCC4)cc(C)c3c2)c(OC)c1	-19%	0%	-7	9	4	-4	4.5%	-7	-1%
Cc1ccc(NNC(=O)C(O)(c2cccc(C(F)(F)F)c2)c2cccc(C(F)(F)F)c2)cc1	7%	-9%	-10	5	2	-11	1.5%	-38	-7%
C#CCOCCOCCOCCNc1nc(N2CCN(C(=O)[C@H](CCC(=O)O)n3cc(C(N)[C@H](C)CC)nn3)CC2)nc(N2CCN(C(=O)[C@H](CCC(=O)O)n3cc(C(N)[C@H](C)CC)nn3)CC2)n1 (some centres not stated)	3%	-1%	-1	15	-3	18	-1.7%	x	-2%
CC(=O)NC(Cc1cccc(C)c1)C(=O)NC1CCN(S(=O)(=O)c2ccccc2)CC1 (configuration not stated)	u	-4%	-6	-7	2	-36*	-0.1%	-14	-2%
Cn1nc(C(C)(C)C)c([N+](=O)[O-])c1C(=O)NC(C)(C)C	-3%	-1%	-3	8	0	1	0.2%	-1	-2%
O=C(NCCc1ccc(Cl)cc1)C(=O)NCC(c1ccco1)S(=O)(=O)c1ccccc1 (configuration not stated)	4%	5%	-2	7	-5	x	0.0%	-11	-4%
COc1ccc(NC(=O)NNC(=O)C(C)Oc2ccc(C(C)C)cc2)c(OC)c1 (configuration not stated)	3%	-3%	-8	-2	1	-1	-2.8%	-3	2%
CCOc1ccc(NC(=O)CN2CCN(CC(=O)Nc3ccccc3OCC)CC2)cc1	1%	3%	-2	7	1	-4	4.3%	-32	-3%
CCOc1cc(/C=C2/C(=O)ON=C2C)ccc1O	-26%	-4%	5	-1	2	18	0.0%	-1	0%
COC(=O)C(N)Cc1ccc(Cl)cc1 (configuration not stated)	0%	-2%	0	13	0	12	0.1%	x	-1%&-2%
CCOC(=O)c1cc(-c2ccc(N)cc2)sc1N	-4%	-10%	-5	x	-1	-2	-2.5%	4	-3%
c1ccc(CCCNc2ncnc3nc[nH]c23)cc1	5%	-1%&1%	2	10	193*	-57*	-0.9%	x	-2%&-1%
CCOC(=O)C1CCN(C(=O)CC(C)S(=O)(=O)c2ccc3c(c2)NC(=O)CO3)CC1 (configuration not stated)	1%	1%	2	5	3	-1	2.1%	23	-4%
CC1(C)ON(C2CCCCC2)[C@H]2c3nc4ccccc4n3C[C@H]21	-2%	-10%	-3	1	3	2	-0.7%	x	-3%
CCc1ccccc1NC(=O)CNC(=O)c1ccccc1OCc1c(C)noc1C	-14%	2%	-1	23	1	-4	0.2%	-6	-3%
CCc1cc2c(NCCC(=O)O)ncnc2s1	-1%	3%	5	-4	1	-7	2.5%	5	-1%
O=S(=O)(Nc1ccncc1Cl)c1ccc2ccccc2c1	1%	3%	-2	5	6	2	-1.1%	-9	0%
Cc1c(NC(=O)c2ccc(Br)o2)cccc1-c1nc2ccccc2o1	-2%	3%	-1	3	1	-23	19%	x	-3%
CCC(CC)C(=O)Nc1cccc(C(=O)Nc2nnc(C)s2)c1	-5%	-6%	0	6	1	12	0.4%	2	-4%
Nc1nc2n(n1)C(c1ccc(F)cc1)CC(c1ccc(F)cc1)N2 (configuration not stated)	-3%	-1%	1	4	1	4	0.7%	-8	-1%
Cc1cccc(-c2noc(-c3ccoc3C)n2)c1	-17%	0%	-1	0	-1	5	4.8%	-6	5%
CC(C)CN1CCC(=O)N(CCOc2ccccc2)CC1	1%	4%&0%	-1	-3	0	-4	-0.9%	x	-1%&1%
Cc1cc(=O)n2[nH]c(NC(=O)c3cccc(Cl)c3)nc2n1	4%	1%	4	2	0	-1	-5.0%	-9	-1%
CC1CCC(NC(=O)CCc2cn(Cc3ccc(F)cc3)c3ccccc23)CC1 (configuration not stated)	-1%	1%	-3	4	2	-11	0.0%	-16	4%

Reprinted from the part before: 3 entries, then new ones.
SMILES	Vif-APOBEC3F blk	Vif-A3G inh	D1 PAM	D2 PAM	D1 agonist	D1 antagonist	RXFP1 ag	RXFP1 antag	Glioma ERSR ind
CC(C)CN1CCC(=O)N(CCOc2ccccc2)CC1	1%	4%&0%	-1	-3	0	-4	-0.9%	x	-1%&1%
Cc1cc(=O)n2[nH]c(NC(=O)c3cccc(Cl)c3)nc2n1	4%	1%	4	2	0	-1	-5.0%	-9	-1%
CC1CCC(NC(=O)CCc2cn(Cc3ccc(F)cc3)c3ccccc23)CC1 (configuration not stated)	-1%	1%	-3	4	2	-11	0.0%	-16	4%
Nc1cc2[nH]c(=O)c3ccccc3c2cc1Br	-13%	-12%	x	x	x	x	x	-3	-4%
O=C(NC1=NCCS1)c1sc2cc(Cl)cc(Cl)c2c1Cl	6%	1%	-1	-1	1	-34*	4.5%	-1	3%
Cc1cccc(-c2noc(-c3ccc(NCc4ccco4)c([N+](=O)[O-])c3)n2)c1	10µM*	1%	2	0	22	-15	-1.4%	x	2%
O=C(C[n+]1cccc2ccccc21)c1ccc(Br)cc1	-24%	-9%	-3	3	4	-5	0.7%	19	-3%
O=c1c2cccnc2[nH]c(=S)n1CCC1=CCCCC1	-4%	0%	0	-4	2	-1	0.6%	5	-3%
COCCNC(=O)C(=O)N/N=C/c1cccs1	-1%	-2%	2	x	2	-8	5.6%	2	-1%
CCN1CCC2(CCN(C(=O)c3cc(COc4cc(C)ccc4C)on3)C2)C1 (configuration not stated)	2%	0%	0	0	13	-17	0.3%	25	-4%
COc1ccc(Cl)cc1S(=O)(=O)Oc1ccc(NC(C)=O)cc1	x	-4%	-3	12	4	6	0.7%	8	10%
COC(=O)[C@@]12CCCN1[C@H](c1ccc(-c3ccc4c(c3)OCO4)c(OC)c1)[C@H]1C(=O)N(C)C(=O)[C@H]12	-5%	4%	-5	0	4	4	1.7%	x	0%
CCOc1ccc(NS(=O)(=O)c2cc(NC(=O)CCC(=O)c3cccs3)ccc2Cl)cc1	0%	-17%	-6	-6	4	-20	0.6%	-21	-2%
O=[N+]([O-])c1ccc(CSc2nc3ncc(Br)cc3[nH]2)cc1	-1%	0%	1	-2	2	7	0.0%	-1	2%
O=C(Nc1ccc(C(=O)O)cc1)Nc1cccc([N+](=O)[O-])c1	-1%	4%	-5	0	2	-3	4.8%	-11	-2%
O=S(=O)(NCC1CCCO1)c1cc(Br)c(Br)s1 (configuration not stated)	0%	-1%	-7	-1	0	0	-0.2%	-10	-3%
CCOC(=O)CSC1=C(C#N)C(=O)NC(c2ccc(OC)cc2)S1 (configuration not stated)	-10%	-3%	-1	7	-1	x	1.1%	2	-5%
COc1ccc(NC(=O)CSc2nncs2)cc1S(N)(=O)=O	5%	-10%	-2	3	4	-32*	1.4%	17	0%
O=C1O[C@@H](c2ccc(O)cc2)Cc2cccc(O)c21	1%	5%	14	3	1	-3	-1.0%	x	0%
Cc1ccc2nc(COc3cccc(NC(=O)c4ccccc4Cl)c3)cc(=O)n2c1	-25%	-12%	-1	6	0	-7	u	38	-7%
CC(=O)c1ccc(NS(=O)(=O)c2ccc3c(c2)NC(=O)CCS3)cc1	3%	0%	-3	-9	0	-22	1.1%	x	-2%
CCOc1ccccc1Nc1sc(C(=O)c2ccc(Cl)cc2)c(N)c1C#N	-3%	-9%	-2	7	1	10	25%	-5	-1%
COc1cc(SC)ccc1C(=O)OC(C)C(=O)Nc1ccc(NC(C)=O)cc1 (configuration not stated)	u	-5%	-9	7	2	-4	-0.1%	5	-2%
COc1nc(Oc2ccc(=O)[nH]n2)nc(N2CCOCC2)n1	-1%	-2%	0	x	3	4	0.5%	7	-6%
Cc1cccc(C)c1NC(=O)CCCSc1nnc(-c2ccco2)n1-c1ccccc1	-8%	3%	-1	-4	0	-2	2.8%	13	-2%
O=C(CN1C(=O)c2ccccc2C1=O)Nc1cccc(S(=O)(=O)Nc2ccccc2Cl)c1	-3%	2%	6	4	2	1	1.0%	-21	-5%
CCCN(CCC)CCCNC(=O)C1CCN(c2nc3ccc(CC)cc3s2)CC1	0%	-19%	0	-14	30*	-31*	0.2%	-17	3%
CCc1nc(SCc2ccc(OC)cc2)n[nH]1	1%	-11%	-1	-6	-2	4	-0.1%	-2	1%
SMILES	Vif-APOBEC3F blk	Vif-A3G inh	D1 PAM	D2 PAM	D1 agonist	D1 antagonist	RXFP1 ag	RXFP1 antag	Glioma ERSR ind
Cc1ccc(OCCNC(=O)/C=C/c2ccco2)cc1C	-8%	-3%	5	1	-1	11	0.0%	x	-3%
O=C(CSc1ccc(Cl)cc1)Nc1nnc(-c2ccco2)o1	u	-2%	-3	7	2	36	1.5%	-14	0%
O=C(O)c1ccc(NC(=O)c2cccc(C(=O)Nc3ccc(C(=O)O)cc3)n2)cc1	-1%	3%	-5	21	7	1	16%	8	-4%
CC1(C)Cc2c(c(N3CCOCC3)nc3sc(C(=O)Nc4cccc(Cl)c4)c(N)c23)CO1	-5%	0%	0	3	3	-5	13%	0	-2%
O=C(Nc1c[nH]c(=O)[nH]c1=O)c1ccccc1Cl	13%	-5%	-2	-3	1	3	-2.0%	4	2%
CCOC(=O)c1ccc(-n2c(CC)nc3ccccc3c2=O)cc1	x	x	-4	6	8	4	-1.8%	x	x
COCCn1c(-c2ccc(Cl)cc2)nc2oc3cc(OC)ccc3c(=O)c2c1=O	0%	-1%	7	-2	0	6	9.2%	-5	-3%
COc1ccc(OCc2nc3c4cc(OC)c(OC)cc4nc(=S)n3[nH]2)cc1	-2%	0%	-4	5	-1	-5	0.0%	-12	-5%
COc1ccccc1NC(=O)c1c(N=Cc2ccccc2O)cnn1C	x	x	-3	x	8	1	1.0%	x	x
CC1(C)Cc2c(sc(NC(=O)Nc3ccccc3)c2C(N)=O)CO1	-4%	-4%	-3	6	22	1	0.4%	-1	3%
COc1ccc(-n2c(CNC(=O)COc3ccccc3)n[nH]c2=S)cc1	-6%	-5%	-5	-1	12	-1	0.0%	1	-5%
